Source: PubChem
NR2F2 inh: NR2F2 transcriptional activity inhibitors, primary screen, cell-based, luciferase reporter, HEK293T, luminescence; COUP transcription factor 2 (Homo sapiens), P24468; HEK293T NGFI-A luciferase reporter; inhibition, % at 8.6 µM; hit rate 0.7% among 370,000;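 active = inhibition above a per-plate cutoff, mean inhibition of test wells between control levels plus 3 SD, cut at about 38% in these data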;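 note: cells cotransfected with COUP-TFII expression vector driving the NGFI-A reporter; 0% = median of COUP-TF2 test wells and 100% = reporter-only cells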
TROY signal inh: inhibitors of TROY-driven NF-kB signaling, primary screen, Q293 LMP1-TROYcd cells, NF-kB luciferase, uHTS; Q293 LMP1-TROYcd NF-kB luciferase reporter, 4 h; inhibition, % at 10 µM; hit rate 0.98% among 360,000; AID 1347056, 2019;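 active = compounds whose plate-normalised and pattern-corrected inhibition of the luciferase reporter signal at the single screening dose is 50% or more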
TRAIL sens C8: viability loss with TRAIL in NB7+C8 cells, primary screen, TRAIL sensitizer project, cell-based, ATPlite luminescence; AID 624354, 2012; inhibition (viability loss, TRAIL sensitization), % at 10 µM; hit rate 1% among 360,000;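 active = compounds causing at least 50% loss of cell viability in the single-dose screen, relative to plate controls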
SRC3 inh: SRC3 coactivator transcriptional activity inhibitors, primary screen, cell-based, luminescence. inhibition, % at 3.6 µM. Nuclear receptor coactivator 3 (Homo sapiens), Q9Y6Q9. AID 588352, 2011. hit rate 0.17% among 360,000. HEK293 GAL4-SRC3 luciferase reporter;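 active = inhibition above a per-campaign cutoff, the mean of all compounds plus 3 SD, cut at about 60% in these data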;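 note: 0% = DMSO-treated cells and 100% = gossypol-treated cells at 36 µM; higher means less SRC3-driven luciferase light from the GAL4 reporter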
LMP1 NFkB inh: EBV LMP1-driven NF-kappaB luciferase reporter inhibitors, primary screen, cell-based, luminescence, single point | LMP1-induced NF-kappaB luciferase reporter cells | inhibition, % at 12.5 µM | hit rate 0.69% among 350,000 | AID 504558, 2011; in the data active = inhibition above about 41%;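 note: 0% = neutral control wells and 100% = reference inhibitor control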
TWEAK-Fn14 inh: inhibitors of TWEAK-Fn14 signaling, primary screen, luciferase reporter cells, uHTS. TWEAK-stimulated Fn14 reporter cells, luciferase luminescence, 8 h. inhibition, % at 10 µM. hit rate 2% among 360,000. AID 1159606, 2016; in the data active = inhibition above about 50%
SRC1 inh: SRC1 coactivator transcriptional activity inhibitors, primary screen, cell-based, luminescence | AID 588354, 2011 | inhibition, % at 3.6 µM | Nuclear receptor coactivator 1 (Homo sapiens), Q15788 | HEK293 GAL4-SRC1 luciferase reporter | hit rate 0.12% among 360,000;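 active = inhibition above the campaign mean plus 3 SD, with each screening campaign given its own cutoff, cut at about 60% in these data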;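 note: 0% = DMSO treated cells and 100% = gossypol at 36 µM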
NOD2-RIPK2 inh: NOD2-RIPK2 binding disruptors in cells, primary screen, fluorescence, CHO cells, BLA complementation; CCF4 ratio; inhibition, % at 4.98 µM; hit rate 0.38% among 360,000; AID 624267, 2012; in the data active = inhibition above about 21%;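 note: 0% = vehicle only and 100% = reference blocker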
TLR9-MyD88 block: inhibitors of TLR9-MyD88 association in cells, primary screen, cell-based, CHO, BLA complementation, fluorescence. Toll-like receptor 9 (Homo sapiens) + Myeloid differentiation primary response protein …. CCF4 FRET ratio. inhibition, % at 4.98 µM. hit rate 0.21% among 340,000;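 active = inhibition above the mean over all tested compounds plus 3 SD, cut at about 21% in these data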;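 note: 0% = DMSO only wells and 100% = clavulanate BLA inhibitor control wells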
Target sequence (Q99836 whole entry, looked up): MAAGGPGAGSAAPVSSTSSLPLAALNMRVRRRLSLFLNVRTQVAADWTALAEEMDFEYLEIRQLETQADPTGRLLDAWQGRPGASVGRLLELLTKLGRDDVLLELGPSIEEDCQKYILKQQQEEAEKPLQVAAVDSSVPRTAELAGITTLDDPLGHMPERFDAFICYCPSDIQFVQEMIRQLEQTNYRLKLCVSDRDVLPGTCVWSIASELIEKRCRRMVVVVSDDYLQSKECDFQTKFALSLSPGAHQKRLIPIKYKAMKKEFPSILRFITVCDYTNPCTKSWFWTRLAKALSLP
Target sequence (Q9NR96 whole entry, looked up): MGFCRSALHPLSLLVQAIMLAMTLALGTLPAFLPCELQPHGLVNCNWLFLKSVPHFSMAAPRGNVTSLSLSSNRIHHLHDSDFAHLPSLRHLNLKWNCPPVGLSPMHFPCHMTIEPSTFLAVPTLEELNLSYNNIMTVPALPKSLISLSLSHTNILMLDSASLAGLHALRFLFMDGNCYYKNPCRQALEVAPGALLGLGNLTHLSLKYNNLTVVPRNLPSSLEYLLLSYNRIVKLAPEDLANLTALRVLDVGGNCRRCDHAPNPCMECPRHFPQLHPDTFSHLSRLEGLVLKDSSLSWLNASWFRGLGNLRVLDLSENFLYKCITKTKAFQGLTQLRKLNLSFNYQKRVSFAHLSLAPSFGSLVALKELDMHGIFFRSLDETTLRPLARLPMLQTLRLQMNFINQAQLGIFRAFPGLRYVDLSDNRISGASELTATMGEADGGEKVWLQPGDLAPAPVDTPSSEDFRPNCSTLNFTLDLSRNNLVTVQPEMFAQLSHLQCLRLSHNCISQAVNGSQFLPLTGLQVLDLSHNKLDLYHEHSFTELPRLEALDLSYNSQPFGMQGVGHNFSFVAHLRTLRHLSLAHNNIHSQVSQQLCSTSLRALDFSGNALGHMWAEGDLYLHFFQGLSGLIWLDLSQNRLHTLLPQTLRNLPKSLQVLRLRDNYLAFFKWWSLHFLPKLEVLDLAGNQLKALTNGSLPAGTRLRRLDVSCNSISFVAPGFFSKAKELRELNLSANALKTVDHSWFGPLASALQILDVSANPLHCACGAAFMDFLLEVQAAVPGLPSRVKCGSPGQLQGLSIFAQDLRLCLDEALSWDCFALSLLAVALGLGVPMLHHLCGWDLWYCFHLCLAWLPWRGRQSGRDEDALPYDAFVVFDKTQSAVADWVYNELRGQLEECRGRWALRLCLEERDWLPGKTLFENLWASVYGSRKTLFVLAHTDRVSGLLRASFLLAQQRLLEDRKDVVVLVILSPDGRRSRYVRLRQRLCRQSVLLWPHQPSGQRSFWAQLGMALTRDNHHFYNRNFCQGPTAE
LRH-1 inv ag: LRH-1 (NR5A2) inverse agonists, primary screen, cell-based, luminescence, HEK293T, StAR-luciferase reporter; AID 602396, 2012; inhibition, % at 3.6 µM; hit rate 0.13% among 360,000; LRH-1 transfected, 24 h; Nuclear receptor subfamily 5 group A member 2 (Homo sapiens), O00482;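 active = inhibition above the mean inhibition of all tested compounds plus 3 SD, cut at about 73% in these data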;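 note: 0% = DMSO wells and 100% = reporter-only cells lacking LRH-1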
SRC2 inh: inhibition of GAL4-SRC2 driven luciferase reporter, primary screen, SRC2 inhibitor project, cell-based, luminescence; Nuclear receptor coactivator 2 (Homo sapiens), Q15596; HEK293 GAL4-SRC2 luciferase reporter; inhibition, % at 9 µM; hit rate 0.17% among 370,000;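 active = inhibition above the mean inhibition of all tested compounds plus 3 SD, set per campaign, cut at about 52% in these data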;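 note: 0% = DMSO treated cells and 100% = cells given Gossypol at 36 µM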
* marks the source's active call; other numbers are inactive results. A portion of the library; rates above refer to the full screens.

`O=C(Nc1ccccc1)c1nc[nH]c1C(=O)Nc1ccccc1F` gave NR2F2 inh -10, TROY signal inh 5, TRAIL sens C8 50*, SRC3 inh -18, LMP1 NFkB inh -27, TWEAK-Fn14 inh 13, SRC1 inh 3, NOD2-RIPK2 inh 0, TLR9-MyD88 block -8, LRH-1 inv ag -19 and SRC2 inh -17.
Screening Cc1[nH]c2c(Cl)cccc2c(=O)c1CN1CCCCCC1 returned NR2F2 inh -14, TROY signal inh 1, TRAIL sens C8 -3, SRC3 inh -16, LMP1 NFkB inh 1, TWEAK-Fn14 inh -3, SRC1 inh 4, NOD2-RIPK2 inh 0, TLR9-MyD88 block 2, LRH-1 inv ag 7 and SRC2 inh 23.
`O=C(c1cccc(N2C(=O)C3CC=CCC3C2=O)c1)N1CCCc2ccccc21` (stereo unspecified) gave NR2F2 inh -2, TROY signal inh 1, TRAIL sens C8 -7, SRC3 inh -25, LMP1 NFkB inh -2, TWEAK-Fn14 inh 3, SRC1 inh -43, NOD2-RIPK2 inh 7, TLR9-MyD88 block -12, LRH-1 inv ag 3 and SRC2 inh -8.
CCCc1cc(=O)[nH]c2nnc(SCC(=O)NCc3ccc4c(c3)OCO4)n12 was read as NR2F2 inh -1, TROY signal inh -24, TRAIL sens C8 0, SRC3 inh -5, LMP1 NFkB inh 1, TWEAK-Fn14 inh 7, SRC1 inh -2, NOD2-RIPK2 inh -3, TLR9-MyD88 block -4, LRH-1 inv ag -13 and SRC2 inh -22.
For Cc1cccc(CN2CCN(c3nc4nonc4nc3NC3CC3)CC2)c1 the results were NR2F2 inh -1, TROY signal inh -12, TRAIL sens C8 -2, SRC3 inh 5, LMP1 NFkB inh -2, TWEAK-Fn14 inh 22, SRC1 inh 4, NOD2-RIPK2 inh -4, TLR9-MyD88 block 4, LRH-1 inv ag -6 and SRC2 inh 9.
Screening COc1ccc(CCNC(=O)CN2C(=O)NC3(CCCCC3)C2=O)cc1 returned NR2F2 inh -10, TROY signal inh 20, TRAIL sens C8 0, SRC3 inh 4, LMP1 NFkB inh -3, TWEAK-Fn14 inh -15, SRC1 inh 4, NOD2-RIPK2 inh 6, TLR9-MyD88 block -16, LRH-1 inv ag 63 and SRC2 inh -4.
Screening COc1cc(C(C)=O)ccc1OCC(=O)NC(=O)Nc1ccc(C)cc1C returned NR2F2 inh 15, TROY signal inh 10, TRAIL sens C8 9, SRC3 inh 14, LMP1 NFkB inh 3, TWEAK-Fn14 inh -8, SRC1 inh 8, NOD2-RIPK2 inh 8, TLR9-MyD88 block -15, LRH-1 inv ag -8 and SRC2 inh 15.
COc1ccc(/C=C/C(=O)Nc2cccc(S(=O)(=O)NC3=NCCCCC3)c2)cc1OC was read as NR2F2 inh 12, TROY signal inh 20, TRAIL sens C8 18, SRC3 inh 14, LMP1 NFkB inh 11, TWEAK-Fn14 inh 18, SRC1 inh 1, NOD2-RIPK2 inh -6, TLR9-MyD88 block 4, LRH-1 inv ag -6 and SRC2 inh 1.
Screening CC1CCN(CCn2c(=S)[nH]c3cc4c(cc3c2=O)OCO4)CC1 returned NR2F2 inh 7, TROY signal inh -4, TRAIL sens C8 -5, SRC3 inh 6, LMP1 NFkB inh -2, TWEAK-Fn14 inh -2, SRC1 inh 6, NOD2-RIPK2 inh -1, TLR9-MyD88 block -1, LRH-1 inv ag -2 and SRC2 inh -10.
Screening N#Cc1ccc(NC(=O)Nc2ccc(Cl)cc2)cc1 returned NR2F2 inh 11, TROY signal inh 26, TRAIL sens C8 58*, SRC3 inh -10, LMP1 NFkB inh 10, TWEAK-Fn14 inh 63*, SRC1 inh -34, NOD2-RIPK2 inh 1, TLR9-MyD88 block 2, LRH-1 inv ag -1 and SRC2 inh -12.
Screening O=C(NN1C(=O)C2C3C=CC(C4CC34)C2C1=O)c1cccc(Br)c1 (stereo unspecified) returned NR2F2 inh 22, TROY signal inh -6, TRAIL sens C8 3, SRC3 inh 2, LMP1 NFkB inh -10, TWEAK-Fn14 inh -6, SRC1 inh 15, NOD2-RIPK2 inh -6, TLR9-MyD88 block -3, LRH-1 inv ag 15 and SRC2 inh -4.
Screening Cc1ccc(N(CC(=O)Nc2cc(Cl)ccc2Oc2ccccc2)S(C)(=O)=O)cc1C returned NR2F2 inh 9, TROY signal inh 16, TRAIL sens C8 2, SRC3 inh -13, LMP1 NFkB inh -12, TWEAK-Fn14 inh 5, SRC1 inh 0, NOD2-RIPK2 inh -2, TLR9-MyD88 block -9, LRH-1 inv ag -11 and SRC2 inh 8.
Screening CCCCNC(=O)C1(C)CCN1C(=O)Cc1cccc2ccccc12 (stereo unspecified) returned NR2F2 inh -27, TROY signal inh -3, TRAIL sens C8 -4, SRC3 inh -1, TWEAK-Fn14 inh 29, SRC1 inh 15, NOD2-RIPK2 inh 1, LRH-1 inv ag 10 and SRC2 inh 7.
`O=C(NNC(=O)c1ccccc1O)c1ccccc1O` gave NR2F2 inh -35, TROY signal inh -31, TRAIL sens C8 60*, SRC3 inh 3, LMP1 NFkB inh 0, TWEAK-Fn14 inh 37, SRC1 inh 10, NOD2-RIPK2 inh -17, TLR9-MyD88 block -9, LRH-1 inv ag -11 and SRC2 inh -37.
Screening COCc1cc(=O)[nH]c(Nc2nc3ccc(C)cc3o2)n1 returned NR2F2 inh -8, TROY signal inh -24, TRAIL sens C8 17, SRC3 inh -60, LMP1 NFkB inh 2, TWEAK-Fn14 inh 106*, SRC1 inh -62, NOD2-RIPK2 inh -7, TLR9-MyD88 block -5, LRH-1 inv ag 14 and SRC2 inh -126.
Screening Cc1ccccc1Nc1nn2c(=O)c3ccccc3nc2s1 returned NR2F2 inh -13, TROY signal inh -118, TRAIL sens C8 50*, SRC3 inh -29, LMP1 NFkB inh -39, TWEAK-Fn14 inh 16, SRC1 inh -72, NOD2-RIPK2 inh 1, TLR9-MyD88 block 0, LRH-1 inv ag -146 and SRC2 inh -107.
For O=C(CNc1n[nH]c(=O)[nH]c1=O)N/N=C/C1CC=CCC1 (stereo unspecified) the results were NR2F2 inh -12, TROY signal inh 5, TRAIL sens C8 5, SRC3 inh 15, LMP1 NFkB inh 2, TWEAK-Fn14 inh -21, SRC1 inh 7, NOD2-RIPK2 inh -7, TLR9-MyD88 block -6, LRH-1 inv ag -11 and SRC2 inh 20.
`CCCS(=O)(=O)NC(=O)C1(C)CCN(C(=O)Cc2cccc3ccccc23)C1` (stereo unspecified) gave TROY signal inh -4, TRAIL sens C8 -24, SRC3 inh 1, TWEAK-Fn14 inh 15, SRC1 inh -2, NOD2-RIPK2 inh -19 and LRH-1 inv ag -13.
CCOC(=O)c1sc2ncn(CC(=O)NCC3CCCO3)c(=O)c2c1C (stereo unspecified) was read as NR2F2 inh 4, TROY signal inh 27, TRAIL sens C8 10, SRC3 inh 14, LMP1 NFkB inh 5, TWEAK-Fn14 inh 3, SRC1 inh 2, NOD2-RIPK2 inh -11, TLR9-MyD88 block 4, LRH-1 inv ag -4 and SRC2 inh 3.
Screening C=CCn1c(SCC(=O)Nc2ccc(O)cc2)nc2sc(C)c(C)c2c1=O returned NR2F2 inh 5, TROY signal inh -20, TRAIL sens C8 -18, SRC3 inh 5, LMP1 NFkB inh 1, TWEAK-Fn14 inh 8, SRC1 inh -10, NOD2-RIPK2 inh 13, TLR9-MyD88 block -6, LRH-1 inv ag 17 and SRC2 inh -3.
For CCOC(=O)c1ccc(NC(=O)COc2ccc(S(=O)(=O)NC(C)(C)C)cc2)cc1 the results were NR2F2 inh 1, TROY signal inh 14, TRAIL sens C8 7, SRC3 inh 12, LMP1 NFkB inh 2, TWEAK-Fn14 inh -6, SRC1 inh 7, NOD2-RIPK2 inh -1, TLR9-MyD88 block 3, LRH-1 inv ag -4 and SRC2 inh 0.
`Cc1ccc2cc(C#N)c(SCc3nnc(-c4ccccc4[N+](=O)[O-])o3)nc2c1` gave NR2F2 inh 0, TROY signal inh -12, TRAIL sens C8 6, SRC3 inh 11, LMP1 NFkB inh -10, TWEAK-Fn14 inh -6, SRC1 inh 2, NOD2-RIPK2 inh -5, TLR9-MyD88 block -9, LRH-1 inv ag -4 and SRC2 inh 10.
COc1ccc(C2CC(c3ccccc3C(F)(F)F)=NN2c2ccc(S(N)(=O)=O)cc2)cc1 (stereo unspecified) was read as NR2F2 inh -23, TROY signal inh 31, TRAIL sens C8 11, SRC3 inh -12, LMP1 NFkB inh 5, TWEAK-Fn14 inh 42, SRC1 inh 0, NOD2-RIPK2 inh -20, TLR9-MyD88 block -67, LRH-1 inv ag -11 and SRC2 inh 12.
For Cc1nc2cc(C(F)(F)F)ccc2n1CCNc1nc(-c2cc(Cl)c(N)c(Cl)c2)cs1 the results were NR2F2 inh 6, TROY signal inh 7, TRAIL sens C8 -10, SRC3 inh -22, LMP1 NFkB inh 4, TWEAK-Fn14 inh -12, SRC1 inh -12, NOD2-RIPK2 inh -4, TLR9-MyD88 block 5, LRH-1 inv ag -26 and SRC2 inh -2.
For O=C(NCc1ccccc1F)c1ccc(S(=O)(=O)N2CCCC2)cc1 the results were NR2F2 inh 8, TROY signal inh 12, TRAIL sens C8 4, SRC3 inh -17, LMP1 NFkB inh -2, TWEAK-Fn14 inh 10, SRC1 inh 9, NOD2-RIPK2 inh -14, TLR9-MyD88 block -4, LRH-1 inv ag -25 and SRC2 inh -16.
Screening CC1CC(=O)N(CC(=O)NCc2ccc3c(c2)OCO3)c2ccccc2S1 (stereo unspecified) returned NR2F2 inh 6, TROY signal inh 31, TRAIL sens C8 -28, SRC3 inh 9, LMP1 NFkB inh 9, TWEAK-Fn14 inh 1, SRC1 inh 9, NOD2-RIPK2 inh -12, TLR9-MyD88 block -5, LRH-1 inv ag 12 and SRC2 inh 5.
O=C(N1CCN(c2ccccc2)CC1)C(F)(F)C(F)(F)F was read as NR2F2 inh -8, TROY signal inh -13, TRAIL sens C8 -12, SRC3 inh 8, LMP1 NFkB inh 1, TWEAK-Fn14 inh -10, SRC1 inh -8, NOD2-RIPK2 inh 3, TLR9-MyD88 block -5, LRH-1 inv ag -7 and SRC2 inh 6.
`Cc1cc(S(=O)(=O)N2CCOCC2)ccc1OCC(=O)Nc1cccc(F)c1` gave NR2F2 inh 8, TROY signal inh 18, TRAIL sens C8 -14, SRC3 inh -1, LMP1 NFkB inh -4, TWEAK-Fn14 inh 47, SRC1 inh -28, NOD2-RIPK2 inh -3, TLR9-MyD88 block 2, LRH-1 inv ag -12 and SRC2 inh -11.
